# HTR1E antagonist – antagonists of human 5-HT1E serotonin receptor; CHO 5-HT1E Ga15 NFAT-bla reporter, FRET, antagonist; inhibition, % at 6 µM; 0.99% of 65,000 active; AID 571; P28566;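 active = inhibition above a set limit, the mean inhibition across every tested compound plus 3 SD, cut at about 29% in these data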;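 note: signal is the 460 over 535 nm emission ratio of beta-lactamase substrate; 0% = agonist plus DMSO wells and 100% = wells without agonist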
# Target sequence (P28566 whole entry, looked up): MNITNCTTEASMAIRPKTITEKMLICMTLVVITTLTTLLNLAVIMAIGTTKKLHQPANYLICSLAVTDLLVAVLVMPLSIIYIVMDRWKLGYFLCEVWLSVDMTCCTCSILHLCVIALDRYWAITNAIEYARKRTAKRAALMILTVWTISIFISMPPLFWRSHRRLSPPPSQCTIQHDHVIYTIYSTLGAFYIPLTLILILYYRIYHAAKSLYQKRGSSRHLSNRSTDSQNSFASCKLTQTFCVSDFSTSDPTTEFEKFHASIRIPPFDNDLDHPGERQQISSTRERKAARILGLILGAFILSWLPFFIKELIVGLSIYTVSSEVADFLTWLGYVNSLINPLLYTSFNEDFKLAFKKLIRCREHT
# 5HT1E ag – agonists of human 5-HT1E serotonin receptor; P28566; CHO 5-HT1E Ga15 NFAT-bla reporter, FRET; 0% DMSO wells, 100% control agonist wells; activation, % at 6 µM; 0.69% of 65,000 active;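 active = activation above a set limit, the screen-wide mean activation plus 3 SD, cut at about 8.5% in these data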;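 note: 100% = positive control agonist at 1 µM giving full maximal response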
# HEK293 NFkB inh – inhibitors of the PMA/ionomycin-induced NF-kB reporter in HEK293 cells; inhibition, % at 3 µM; AID 465; 0.21% of 62,000 active; HEK-293 NF-kB luciferase reporter, luminescence;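 active = inhibition above the mean of all tested compounds plus 3 SD, cut at about 40% in these data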;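 note: 0% = stimulated DMSO wells and 100% = 10 µM reference inhibitor 5653914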
#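 Timing: 1 h pretreatment, 16 h stimulation, 37 °C; system: HEK-293 cells with stable firefly luciferase reporter driven by four HIV NF-kB elements; doses: 3 µM once, 0.30% DMSO; measured by: luciferase luminescence; control set: DMSO and 10 µM reference inhibitor; repeats: single test; reagent: PMA plus ionomycin mix as NF-kB-activating stimulus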
# 5HT1a antag – 5-HT1a (human) receptor antagonism; P08908; CHO 5-HT1a Ga15 NFAT-bla reporter, antagonist mode; inhibition, % at 10 µM; 0.68% of 62,000 active;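 active = inhibition above the mean of all tested compounds plus 3 SD, cut at about 43% in these data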;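 note: receptor stimulated by 5-CT agonist at 100 nM near EC80; beta-lactamase reporter measured by ratiometric fluorescence of a cleavable substrate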
# HTR1A agonist – 5-HT1a (human) receptor agonism. CHO 5-HT1a Ga15 NFAT-bla reporter, FRET ratio; 0% basal, 100% maximal reference agonist. activation, % at 10 µM. 0.56% of 65,000 active;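 active = activation above the screen-wide mean activation plus 3 SD, cut at about 19% in these data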;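 note: 0% = DMSO wells and 100% = 5-CT at EC100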
# D1 allo mod – allosterically modulates the human D1 dopamine receptor; P21728; HEK293 D1, CRE-luciferase, dopamine EC30 potentiation; actives deviate in either direction; B-score at 10 µM; 5.9% of 58,000 active;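 active = luminescence count or its row- and column-corrected plate score outside the 99.7% band of the plate's sample wells, on either side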
# Jurkat tox 60K – cytotoxic compounds reducing Jurkat cell viability; inhibition, % at 4 µM; AID 463; Jurkat E6.1 viability, ATP luminescence, 48 h; 1.2% of 56,000 active;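 active = inhibition above the mean inhibition of all tested compounds plus 3 SD, cut at about 28% in these data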
# S1P1 ag pot – activates or potentiates agonism at human S1P1 receptor | S1P1 CRE-bla cells, forskolin, beta-lactamase FRET, potentiator mode; S1P1 agonist co-added at EC20, 2 nM; 100% = saturating reference agonist, 0% = basal | activation, % at 9.5 µM | 0.57% of 56,000 active;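 active = activation above a cutoff set at the mean activation of all tested compounds plus 3 SD, cut at about 54% in these data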;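 note: forskolin at 4 µM as EC80 and the EC20 agonist is SEW2871; 100% = SEW2871 at its EC100 plus forskolin at EC80; some compounds past the cut are filed as inactive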
# Target sequence (P21453 whole entry, looked up): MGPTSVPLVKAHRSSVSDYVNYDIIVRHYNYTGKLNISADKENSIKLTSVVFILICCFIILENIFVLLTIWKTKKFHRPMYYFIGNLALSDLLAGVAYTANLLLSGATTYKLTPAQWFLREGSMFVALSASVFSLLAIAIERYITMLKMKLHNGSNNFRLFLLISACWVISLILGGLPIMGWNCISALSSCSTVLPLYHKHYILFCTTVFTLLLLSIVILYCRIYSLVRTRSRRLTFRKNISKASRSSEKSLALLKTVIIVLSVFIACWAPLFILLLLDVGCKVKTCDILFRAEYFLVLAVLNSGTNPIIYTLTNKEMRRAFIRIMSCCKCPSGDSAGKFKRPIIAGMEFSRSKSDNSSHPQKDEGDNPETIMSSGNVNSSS
# S1P3 agonist – S1P3 (human) receptor agonism; S1P3 NFAT-BLA reporter cells, FRET ratio; relative to 1 µM S1P, basal subtracted; activation, % at 4.5 µM; 0.1% of 60,000 active;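 active = activation above the screen-wide mean plus 3 SD, cut at about 4.5% in these data, passing the limit was not always enough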; note: some compounds called inactive have numbers as strong as hits
#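 material = human S1P3 NFAT-BLA reporter CHO cells | schedule = 4 h compound at 37 °C, 2 h substrate at RT | measured by = fluorescent BLA substrate, ex 405 nm, em 460/535 nm ratio | controls = 1 µM S1P reference | replication = primary once, confirmation triplicate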
# Starred values were filed as active, the others as inactive; . = no result given.
SMILES,HTR1E antagonist,5HT1E ag,HEK293 NFkB inh,5HT1a antag,HTR1A agonist,D1 allo mod,Jurkat tox 60K,S1P1 ag pot,S1P3 agonist
COc1cccc(NC(=O)N2CCCC2C(=O)Nc2ccc3c(c2)OCO3)c1 (stereo not drawn),3.3,-1.4,11.1,6.3,-2.4,-1.54,.,.,.
CCOC(=O)c1c2n(c3c(NCc4ccccc4)ncnc13)CCCC2,7.2,1.1,-3.8,10.6,4.5,-0.505,0.3,.,-0.1
CCC(=O)N1CCc2cc(S(=O)(=O)NCCN3CCC(C)CC3)ccc21,-0.8,-0.5,6.7,19.0,-2.5,-0.883,.,.,.
CCN1C(=O)/C(=C\N2CCCCCC2)SC1=S,-2.2,0.5,1.5,-13.4,-1.1,.,6.2,-14.8,-0.8
O=S(=O)(CCSc1ccccn1)c1nc2ccccc2s1,8.1,0.3,24.2,41.7,-2.6,-0.985,49.8*,88.1*,-0.7
CC1(C)CC(=O)C2=C(C1)Nc1ccccc1NC2c1cccnc1 (stereo not drawn),18.9,-0.3,7.5,-4.4,-3.5,-1.63,2.2,1.7,-0.7
O=S(=O)(NCCc1ccncc1)c1cc(Br)ccc1F,14.8,-0.2,4.4,-8.2,1.0,-0.634,6.3,16.6,-1.3
O=C(Nc1cccc(-c2cn3cccnc3n2)c1)c1ccco1,-3.4,-0.9,12.5,9.0,1.0,-4.04*,.,.,.
Cc1ccc(CC23CN4CCN(CC(C4)C2O)C3)c(C)c1 (stereo not drawn),3.1,-0.2,5.4,7.4,-0.6,-0.405,7.7,.,-1.1
CCc1[nH]nc2c1C1(CCOC1C)C(C#N)=C(N)O2 (stereo not drawn),-4.7,-0.1,19.7,0.7,0.1,0.0817,-2.2,15.3,-0.8
Cc1ccc(N(C(=O)CC2NC(=O)NC2=O)C2(C(=O)NC3CCCC3)CCCCC2)cc1 (stereo not drawn),-2.6,-0.5,-0.6,-0.2,-0.9,0.262,.,.,.
O=C1c2ccccc2C(Nc2ccc3nc(-c4cccnc4)[nH]c3c2)N1Cc1ccco1 (stereo not drawn),21.5,0.8,1.9,3.9,0.6,1.05,2.1,-14.1,0.1
COC(=O)c1ccccc1NC(=O)c1ccccc1SC,13.3,0.8,10.0,20.2,2.1,0.0217,10.9,-20.5,-0.3
CC(=O)OC1CCC(OC(C)=O)c2c1n([O-])c(C)c(C)[n+]2=O (stereo not drawn),0.3,0.7,3.9,9.0,-2.0,0.601,3.5,-7.7,-0.4
CCCCCn1c(=N)n(CC(O)COc2ccccc2OC)c2ccccc21 (stereo not drawn),11.5,-0.3,7.5,64.4*,0.4,-5.83*,12.1,-2.1,-1.0
Cc1cc(-n2nc(C)cc2C)nc(N)n1,2.7,-0.2,4.7,10.3,-3.8,5.59*,-6.1,-11.6,0.6
Cc1cc(=O)[nH]c(SCc2nc3ncccn3c2Br)n1,0.9,0.5,14.1,-12.4,-1.5,-0.514,.,.,.
COc1cccc(C2=CC(c3ccc(N(C)C)cc3)n3nnnc3N2)c1 (stereo not drawn),23.3,0.3,.,.,6.9,.,.,-12.0,-1.1
COC(=O)CNC(=O)CCCCC(=O)NCC(=O)OC,-8.2,1.3,20.0,0.1,-2.3,.,0.8,-0.5,-0.6
O=c1c2c3nc4ccccc4nc3n(-c3ccc4c(c3)OCCO4)c2ncn1C1CCCC1,-1.6,-1.1,-6.7,6.3,2.0,-0.935,-3.5,12.2,-1.9
CCn1cc(C(=O)NCC2CCCO2)c(=O)c2cc(S(=O)(=O)N(C)C)ccc21 (stereo not drawn),-7.3,0.7,6.1,-26.1,0.2,0.934,-2.9,-32.5,1.2
Cc1cccc(OCCCN2CCCCCC2)c1,4.3,-1.0,-0.7,0.5,2.1,-1.1,1.1,-3.9,-0.5
CCOC(=O)c1sc(NC(=O)CSc2nc(-c3ccco3)cc(C(F)(F)F)n2)c(C#N)c1C,-7.2,-0.9,-0.5,-6.5,0.6,.,-4.6,-5.2,0.3
OC(c1cccs1)c1nccc2ccccc12 (stereo not drawn),16.6,-0.4,3.8,-7.3,-0.7,0.645,-2.7,-7.6,-0.4
O=C(Nc1ccc(CN2CCOCC2)cc1)c1cc2ccccc2o1,12.0,-1.0,-21.9,12.1,-0.6,-4.85*,0.1,11.3,-1.6
CCNS(=O)(=O)c1ccc(OCCNS(C)(=O)=O)cc1,-2.1,0.1,15.4,-2.3,0.8,-0.293,-3.0,6.6,-1.1
CCOP(=O)(c1c(F)c(F)c(F)c(F)c1F)C1(O)CCCCC1 (stereo not drawn),-11.1,1.5,0.7,5.7,-3.3,0.184,0.3,-2.7,0.2
COc1cc(C(=O)N2CCC(NC(=O)C(Cc3ccccc3)NC(C)=O)CC2)cc(OC)c1OC (stereo not drawn),-1.1,0.2,7.3,8.8,-2.9,-0.869,1.5,-2.0,-0.7
Cc1cccc(C)c1NC(=O)CSCC(=O)O,12.5,-1.3,10.5,-2.2,-1.6,0.526,12.5,12.9,-0.5
Cc1[nH]c(=O)[nH]c(=O)c1S(=O)(=O)NCCOC12CC3CC(CC(C3)C1)C2,-1.1,0.2,-1.8,-7.0,-2.3,0.175,2.3,0.1,-0.2

# 2 entries picked at random from those above:
SMILES,HTR1E antagonist,5HT1E ag,HEK293 NFkB inh,5HT1a antag,HTR1A agonist,D1 allo mod,Jurkat tox 60K,S1P1 ag pot,S1P3 agonist
COc1cccc(C2=CC(c3ccc(N(C)C)cc3)n3nnnc3N2)c1 (stereo not drawn),23.3,0.3,.,.,6.9,.,.,-12.0,-1.1
COC(=O)CNC(=O)CCCCC(=O)NCC(=O)OC,-8.2,1.3,20.0,0.1,-2.3,.,0.8,-0.5,-0.6

# New compounds follow
SMILES,HTR1E antagonist,5HT1E ag,HEK293 NFkB inh,5HT1a antag,HTR1A agonist,D1 allo mod,Jurkat tox 60K,S1P1 ag pot,S1P3 agonist
CC(=O)Nc1nc2c(c3c1c(=O)oc1ccccc13)CC(C)CC2 (stereo not drawn),0.7,0.9,10.7,-0.6,-3.7,-0.0927,-5.1,-9.2,0.1
CCCOc1c(Br)cc(C(=O)NCC)cc1OC,10.5,1.5,-1.0,-0.7,3.3,-1.22,2.8,21.8,-0.7
Cc1nc2ccccc2n1CCc1nc2c3ccccc3nc(SCC(=O)NCc3ccco3)n2n1,0.7,-0.5,8.1,9.2,1.7,0.187,1.1,-31.5,-1.0
C[C@H](NC(=O)OC(C)(C)C)C(=O)NCC1CCC(C(=O)O)CC1 (stereo partly drawn),0.0,0.3,13.3,6.3,-3.3,0.273,-3.5,-1.6,-0.7
Cc1cc(C(=O)N2CCN(CCc3ccccc3)CC2)no1,-4.0,0.4,12.0,-5.3,-1.1,0.285,-0.2,13.8,-0.8
CCOC(=O)c1ccc2[nH]c(C)c(CN3CCN(C)CC3)c(=O)c2c1,4.4,-0.1,19.4,0.8,0.0,-0.569,0.6,.,-0.7
C/C=C/c1ccccc1OCc1ccc(C(=O)O)o1,-8.9,0.3,.,.,2.2,.,.,1.8,-5.0
COC(=O)CN(c1nc(C)c(Cl)c(OC)n1)S(=O)(=O)c1ccc(C)cc1,-6.8,-0.2,.,.,0.5,0.735,.,4.6,-1.1
CC1CC(N(C(=O)C2CC2)c2ccccc2)c2ccccc2N1C(=O)C1CC1 (stereo not drawn),3.7,0.7,24.9,24.4,0.8,-1.15,-4.3,-2.3,-0.1
O=S(=O)(NCCCN1CCN(c2ccccc2F)CC1)c1cccc2cccnc12,-5.1,9.1*,-3.5,40.0,5.9,-2.88*,-7.7,23.1,0.5
c1ccc(-c2nc(NCC3CCCO3)c3ccccc3n2)nc1 (stereo not drawn),13.7,0.3,.,.,2.4,.,.,-53.3,-0.1
CCNC(=O)CC(=O)Nc1ccccc1C(=O)O,-6.2,0.0,-1.1,-8.2,-5.0,0.437,-6.2,-12.9,-0.5
O=C(COc1ccccc1)NCCc1nc2ccccc2[nH]1,-0.8,-0.5,19.9,5.9,2.4,-1.06,-1.6,-11.0,-0.4
Cc1ccc(S(=O)(=O)NCC2CCC(C(=O)NCCCN3CCOCC3)CC2)cc1 (stereo not drawn),4.0,-0.1,6.8,0.6,-1.2,-0.594,1.4,-13.7,0.0
CC(=O)c1c(C)n([O-])c2ccc(C)cc2[n+]1=O,12.8,0.4,19.9,16.9,-5.1,0.0722,15.1,24.4,-1.7
CC(C)CCn1c(SCCN2CCOCC2)nc2c1c(=O)[nH]c(=O)n2C,8.4,0.1,24.9,-10.0,0.1,2.18,-2.8,4.9,-0.1
O=C(CCC(=O)c1cccs1)OCc1nnc(-c2ccccc2)o1,-0.1,-0.6,16.8,-15.8,-4.2,-0.357,6.5,-8.2,0.0
CCCN(CCO)Cc1ccc(F)c(Br)c1,-0.1,-0.3,6.2,-0.9,-2.7,-0.827,-7.1,-6.4,-0.7
COc1ccc(OC)c(N=CC2=C(O)CC(C)(C)CC2=O)c1,3.1,-1.1,21.2,2.7,-2.4,-1.16,3.9,-14.9,-1.9
O=C(O)CCN1C(=O)NC2(CCCC2)C1=O,-0.2,0.1,8.5,-1.0,-0.8,-1.53,6.0,-7.2,-0.8
Cc1cc(C(=O)N2CCc3ccccc32)c2ccccc2n1,-3.9,-0.9,8.4,32.1,-2.1,-2.16,1.9,-22.8,-0.8
CCCOP(=O)(c1ccc(N(C)C)cc1)C(O)c1ccncc1 (stereo not drawn),13.3,-0.8,14.4,15.9,-2.2,-0.494,6.8,14.9,-0.7
CCOCc1nc(N)[nH]c(=O)c1Cc1ccc(OC(C)C)cc1,-13.3,-1.0,.,.,-2.4,2.52,.,5.6,-3.5
Nc1cc(=O)[nH]c(SCc2nnc(-c3ccccc3)o2)n1,5.3,0.2,0.3,6.4,-0.8,0.943,-3.3,3.1,-1.6
CC(=O)N/C(=N/c1nc(C)cc(C)n1)Nc1ccc(NC(C)=O)cc1,-0.9,-0.4,.,.,0.2,.,.,-1.2,-1.1
CCS(=O)(=O)N1CCCC(C(=O)NCC2CCCO2)C1 (stereo not drawn),4.3,-1.1,9.2,-5.9,-1.6,-0.619,0.2,-13.0,0.5
COc1ccc(CCNc2oc(COc3ccccc3F)nc2C#N)cc1OC,17.1,-0.5,9.5,15.1,-1.2,-3.17,7.3,-0.2,-1.2
N#Cc1ccc(CSc2nnc(Nc3ccccc3)s2)cc1,-1.2,-1.0,-1.1,21.0,-2.7,2.17,2.3,24.1,-0.3
CCC(=O)Nc1ccc(-c2nc(-c3ccccc3)n(CC(=O)N3CCCCC3)n2)cc1,-5.2,-0.6,2.3,2.1,-2.8,.,-2.2,-7.5,-0.8
CN1CCN(C(CNS(=O)(=O)c2ccc(F)cc2)c2cccnc2)CC1 (stereo not drawn),-9.9,-0.7,8.1,-6.4,-0.7,.,.,.,.

# Single entries from the entries so far.
# `OC(c1cccs1)c1nccc2ccccc12` (stereo not drawn) in HTR1A agonist is entered as -0.7
# `CCNC(=O)CC(=O)Nc1ccccc1C(=O)O` in Jurkat tox 60K is entered as -6.2
# `CC1(C)CC(=O)C2=C(C1)Nc1ccccc1NC2c1cccnc1` (stereo not drawn) in Jurkat tox 60K is entered as 2.2
# `CCS(=O)(=O)N1CCCC(C(=O)NCC2CCCO2)C1` (stereo not drawn) in 5HT1E ag is entered as -1.1

# Compound activity as filed in PubChem.
